# pPAFAH FP inh = inhibitors of human plasma PAF acetylhydrolase (pPAFAH); inhibition, % at 3.39 µM; 330,000 tested, 1.5% active; Q13093; recombinant pPAFAH, FP-rhodamine probe fluorescence polarization; AID 463082;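 active = inhibition above the mean inhibition across the screen plus 3 SD, cut at about 25% in these data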;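 note: inhibitors block binding of the rhodamine activity-based probe so polarization drops; 0% = enzyme with DMSO and 100% = wells lacking pPAFAH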
# PME-1 primary = blocks human protein phosphatase methylesterase 1; Q9Y570; recombinant PME-1, FP-Rh probe fluorescence polarization; inhibition, % at 5.9 µM; 320,000 tested, 0.53% active; AID 2130;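 active = inhibition above the campaign mean of all compounds plus 3 SD, cut at about 26% in these data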;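 note: competitive labeling of PME-1 active site by serine hydrolase directed probe; 0% = PME-1 with DMSO and 100% = wells lacking PME-1 enzyme; inhibitors block probe labeling so polarization falls and inhibition rises; many of its hits are not listed in these tables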
# Target sequence (Q9Y570 whole entry, looked up): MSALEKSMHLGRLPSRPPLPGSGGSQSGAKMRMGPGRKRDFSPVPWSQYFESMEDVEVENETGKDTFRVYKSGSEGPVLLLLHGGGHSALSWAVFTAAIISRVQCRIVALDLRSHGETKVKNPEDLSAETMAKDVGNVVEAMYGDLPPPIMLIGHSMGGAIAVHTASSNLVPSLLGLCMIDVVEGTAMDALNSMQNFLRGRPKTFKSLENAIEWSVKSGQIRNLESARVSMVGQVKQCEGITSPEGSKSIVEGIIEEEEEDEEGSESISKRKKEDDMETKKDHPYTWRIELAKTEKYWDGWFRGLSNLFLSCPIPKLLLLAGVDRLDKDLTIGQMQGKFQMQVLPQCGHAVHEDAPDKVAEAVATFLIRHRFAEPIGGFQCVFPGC
# GSTO1 counter = GSTO1 inhibition, counter-screen for RBBP9 inhibitors | P78417 | recombinant GSTO1, activity-based probe fluorescence polarization | inhibition, % at 5.96 µM | 300,000 tested, 1.1% active;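 active = inhibition above the campaign mean inhibition plus 3 SD, cut at about 35% in these data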;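 note: 0% = GSTO1-1 with DMSO and 100% = wells lacking GSTO1-1 enzyme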
# PAFAH1B3 FP inh = PAFAH1B3 (human) inhibition; Q15102; AID 492972; 340,000 tested, 0.28% active; recombinant PAFAH1B3, FP-rhodamine probe, fluorescence polarization; inhibition, % at 3.39 µM;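 active = inhibition above the screen-wide average of all tested compounds plus 3 SD, cut at about 25% in these data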;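 note: 0% = enzyme with DMSO only and 100% = wells lacking PAFAH1B3 protein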
# Target sequence (Q15102 whole entry, looked up): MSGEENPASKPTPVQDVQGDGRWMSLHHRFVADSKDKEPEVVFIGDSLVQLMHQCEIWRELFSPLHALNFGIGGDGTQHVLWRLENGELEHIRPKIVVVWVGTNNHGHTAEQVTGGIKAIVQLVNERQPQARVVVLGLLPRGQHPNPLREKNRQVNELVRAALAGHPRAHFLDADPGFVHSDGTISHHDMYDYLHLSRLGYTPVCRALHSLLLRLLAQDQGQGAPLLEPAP
# PAD4 FP inh = blocks human protein arginine deiminase 4. recombinant PAD4, RCA probe fluorescence polarization. inhibition, % at 6.36 µM. 330,000 tested, 0.41% active;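 active = percent inhibition above a cutoff equal to the mean of all tested compounds plus 3 SD, cut at about 15% in these data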;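 note: 0% = PAD4 with RCA probe and DMSO and 100% = probe without PAD4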
# PAFAH2 inh = PAFAH2 (human) inhibition. Q99487. recombinant PAFAH2, FP-rhodamine activity probe, fluorescence polarization. 340,000 tested, 0.99% active. inhibition, % at 3.39 µM;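 active = inhibition above the mean over all tested compounds plus 3 SD, cut at about 30% in these data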;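 note: inhibitors block probe labeling of enzyme so polarization drops; 0% = enzyme with DMSO and 100% = wells lacking PAFAH2 protein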
# PAFAH1B2 FP inh = inhibitors of human PAFAH1B2. P68402. recombinant PAFAH1B2, FP-rhodamine activity probe, fluorescence polarization. inhibition, % at 3.39 µM. 340,000 tested, 1.2% active. AID 492953;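 active = inhibition above the mean of all tested compounds plus 3 SD, cut at about 24% in these data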;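 note: 0% = enzyme with DMSO and 100% = wells lacking PAFAH1B2; many of its hits are not listed in these tables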
# Target sequence (P68402 whole entry, looked up): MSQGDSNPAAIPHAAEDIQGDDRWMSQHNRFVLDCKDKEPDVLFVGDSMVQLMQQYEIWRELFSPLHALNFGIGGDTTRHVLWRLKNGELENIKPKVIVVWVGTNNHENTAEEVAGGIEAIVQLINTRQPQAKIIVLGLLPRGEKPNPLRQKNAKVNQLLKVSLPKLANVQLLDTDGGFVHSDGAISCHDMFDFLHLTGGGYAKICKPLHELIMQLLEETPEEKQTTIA
# Fam108B inh = blocks mouse Fam108B hydrolase in RBBP9 counter-screen; recombinant Fam108B, FP-Rh probe fluorescence polarization; inhibition, % at 9.51 µM; 300,000 tested, 0.33% active; AID 1947;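 active = inhibition above the screen mean inhibition plus 3 SD, computed separately per campaign, cut at about 18% in these data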;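 note: inhibitors lower polarization as less probe binds the enzyme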
# LYPLA1 inh = LYPLA1 (human) inhibition in PME1 counter-screen. O75608. recombinant LYPLA1, FP-Rh probe fluorescence polarization. inhibition, % at 5.9 µM. 320,000 tested, 0.16% active;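 active = inhibition above the mean of all tested compounds plus 3 SD, set per campaign, cut at about 14% in these data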;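 note: inhibitors block serine hydrolase probe labeling of LYPLA1 so polarization falls; 0% = enzyme with DMSO and 100% = wells lacking LYPLA1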
# Target sequence (O75608 whole entry, looked up): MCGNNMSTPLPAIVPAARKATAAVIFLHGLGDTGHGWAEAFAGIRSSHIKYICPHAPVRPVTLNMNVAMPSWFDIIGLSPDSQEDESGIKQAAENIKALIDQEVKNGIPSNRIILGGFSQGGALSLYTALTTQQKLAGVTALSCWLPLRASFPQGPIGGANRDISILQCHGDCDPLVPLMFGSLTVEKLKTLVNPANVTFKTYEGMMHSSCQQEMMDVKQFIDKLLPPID
# * marks the source's active call; other numbers are inactive results; · = no result given. These rows are one share of the data, so the mix of outcomes need not match the whole.
SMILES,pPAFAH FP inh,PME-1 primary,GSTO1 counter,PAFAH1B3 FP inh,PAD4 FP inh,PAFAH2 inh,PAFAH1B2 FP inh,Fam108B inh,LYPLA1 inh
CC(C)C[C@H](NC(=O)N1CCn2c1nc1ccccc12)C(=O)N1CCCCC1,2.5,-5.1,-0.9,0.6,0.5,4.4,2.1,-0.7,0.4
CC(=O)c1ccc(N(C(=O)Cn2nnc3ccccc32)C(C(=O)NCc2ccccc2)c2ccccn2)cc1 (centres undefined),-0.4,9.2,-4.0,4.2,5.7,-1.5,7.0,2.6,-1.4
C=CCNc1sc(C(=O)c2ccc(C)cc2)c(N)c1C#N,19.4,4.5,5.9,0.4,-4.3,2.5,0.5,1.4,1.5
O=C(CCc1nnc(CCc2ccccc2)o1)N1CCCC1c1nccs1 (centres undefined),-1.3,-3.8,2.6,5.7,3.3,0.1,2.1,-2.8,0.4
CC(=O)c1cc2ccc(O)cc2oc1=O,-3.5,-8.8,15.4,5.2,4.1,-4.7,1.4,5.0,0.9
CC(Cn1cncn1)C(=O)N1CCN(S(=O)(=O)c2ccccc2)CC1 (centres undefined),-5.5,-1.1,1.4,2.0,8.7,7.6,2.3,0.1,2.0
Cc1ccc(C2=NC(C)(C)N=C2SCC(=O)Nc2ccc(Cl)cc2)cc1,-4.7,1.8,-5.5,-6.3,1.8,-1.0,-3.7,-2.1,-3.4
CCc1ccc(CN2CCCC(CNS(=O)(=O)c3ccc(OC)cc3)C2)cc1 (centres undefined),1.4,-6.2,21.3,5.5,-4.7,-1.4,5.5,0.4,-1.7
CCC(C(=O)OCC(=O)NC(=O)NC(C)(C)C)c1ccccc1 (centres undefined),5.9,7.4,5.7,11.0,-3.9,-4.5,13.7,-1.4,3.8
CN(C)c1ccc(C(=O)/C=C/c2cccnc2)cc1,10.3,9.8,7.6,-1.8,-5.6,-1.5,-1.6,3.1,4.8
Cc1nn(-c2ccccc2)c(Cl)c1C(=O)NCCN(C)C,4.0,-2.3,8.0,1.2,0.1,1.5,2.2,4.4,5.4
O=[N+]([O-])c1ccc(NCc2ccc3c(c2)OCO3)cc1,-1.2,2.3,-7.5,11.7,1.1,-0.8,5.9,-0.1,4.0
COc1ccc(-c2nc(N3CCC(C)CC3)[nH]c(=O)c2C#N)cc1,-3.0,2.7,2.7,-4.3,-3.6,6.2,2.5,0.2,-0.3
O=C(NOCc1ccccc1)c1ccc(Cl)cc1Cl,0.3,0.6,·,11.0,6.5,-7.2,6.2,·,-1.2
CC1(C)CC2CC(C)(CN2S(=O)(=O)c2ccc(F)cc2F)C1 (centres undefined),-1.2,0.5,·,0.6,-3.4,0.7,14.8,·,-0.9
CC(=O)Oc1ccc(Cl)cc1/C=C/c1cc(OC(C)=O)c2ccccc2n1,0.6,-41.2,-60.6,·,-5.8,·,·,-9.1,-25.3
S=C(Nc1ccc(Br)cc1Cl)NN1CCOCC1,7.8,3.2,-0.5,6.0,-4.2,-2.4,5.5,-3.7,-0.5
N/C(=N\OC(=O)c1cccc(Cl)c1)c1cccnc1,8.0,-2.0,8.3,-4.0,-1.1,-1.8,0.2,-3.0,-4.3
O=C(Nc1nccs1)c1cc2c(s1)CCCCC2,-10.2,8.3,7.4,5.1,4.2,7.0,6.1,-1.6,-4.1
O=C(c1ccc(S(=O)(=O)Cc2ccccc2F)c([N+](=O)[O-])c1)N1CCCC1,8.9,-2.4,3.6,-7.0,1.1,2.8,2.6,-1.2,3.6
Cc1ccc(NC(=S)NC2CC3CCC(C2)N3Cc2ccco2)cc1C (centres undefined),1.3,4.7,1.7,2.3,1.9,7.2,2.8,0.3,-1.4
Cc1ccc(S(=O)(=O)N2CC3(C)CN(S(=O)(=O)c4ccc(C)cc4)CC(C)(C2)C3)cc1,1.1,-3.2,-2.9,3.7,2.5,-3.4,3.0,-1.4,0.6
COc1cc(C)c(Br)cc1S(=O)(=O)N1CCOCC1,0.7,4.5,-1.2,12.9,-0.7,-10.4,3.9,-0.7,-1.6
O=C(Nc1nc(-c2ccc3c(c2)Cc2ccccc2-3)cs1)c1ccccc1,1.8,-0.2,2.6,-5.6,-6.1,-8.6,-2.0,0.8,2.6
CCN1C(=O)NC(c2cccnc2)C(C(=O)OC)=C1C (centres undefined),0.3,1.2,1.7,-7.8,2.1,2.1,-1.6,2.5,2.9
COCCCNc1nc(N)c([N+](=O)[O-])c(N2CCCCCC2)n1,2.8,-6.0,-1.4,11.1,-0.3,1.5,4.8,2.5,0.3
O=C1C(Cl)=C(N2CCN(Cc3ccccc3)CC2)C(=O)N1Cc1ccccc1,-2.6,-4.3,-5.5,1.4,-3.5,4.5,4.3,-2.9,-2.2
COc1ccc(OC)c(C(=O)COC(=O)c2c(OC)cccc2OC)c1,3.1,2.0,5.1,-3.1,2.7,-1.5,3.0,-0.5,0.2
O=C(CCN1CCN(C(=O)c2ccccc2)CC1)c1ccc(Br)cc1,-5.8,0.5,3.0,10.6,-2.7,2.7,9.8,2.5,-6.0
COc1ccc(CCNC(=O)c2ccc(NS(=O)(=O)c3ccc4[nH]c(=O)[nH]c4c3)cc2)cc1,5.2,-4.7,-105.7,3.9,-1.7,-3.4,5.4,-1.5,-1.7
CCOc1ccc(C(=O)O[C@H]2[C@H](Cc3ccccc3)NS(=O)(=O)[C@H]3C[C@@H]4C=C[C@]23O4)cc1,-7.3,-26.9,·,-11.5,-10.0,-25.4,-8.3,·,-6.5
COc1ccc(C)cc1NC(=O)c1cc(S(=O)(=O)N2CCCC2)cn1C,-0.5,2.8,-0.5,1.4,4.1,1.3,-4.5,1.6,2.2
COC(=O)c1c(NC(=O)Cc2ccccc2)sc2c1C(C(=O)OC)CC2 (centres undefined),3.2,-0.8,3.3,6.6,-0.5,-0.1,0.7,4.8,2.5
COc1ccccc1C(=O)NC(C(=O)NCCc1nc2ccccc2[nH]1)=C(C)C,5.3,0.5,-2.1,5.0,0.8,10.8,10.0,-1.7,0.7
Cc1cc(/C=C2/NC(=O)N(Cc3ccccc3F)C2=O)c(C)n1C(C)C,21.4,6.0,1.4,4.0,4.1,-1.2,2.6,3.0,0.7
COCCCNC(=S)Nc1cccc2ncccc12,-3.7,-1.4,4.0,-6.1,-9.1,-6.6,3.0,0.6,-0.6
Nc1ncnc2c1ncn2[C@@H]1O[C@H](CO)[C@@H](O)[C@H]1O,6.6,-0.2,3.3,-11.5,-6.0,2.4,2.6,2.5,1.3
O=S(=O)(c1ccc(S(=O)(=O)N2CCCC2)cc1)N1CCCCC1,4.2,3.8,2.2,·,-3.4,·,·,-5.0,2.5
CN(C)S(=O)(=O)c1ccc(NC(=O)CN2CCN(C(c3ccccc3)c3ccccc3)CC2)cc1,3.1,-2.3,1.0,6.3,1.9,0.2,-2.9,1.6,-2.3
CSc1nnc(C)c(/C=C/Nc2ccc(Cl)cc2)n1,4.2,5.4,-17.4,7.6,-15.7,10.6,2.6,-2.1,-2.3
COc1cc(NC(=O)[C@H](C)NC(=O)N2CCn3c2nc2ccccc23)cc(OC)c1,4.9,0.7,-5.8,-1.7,-1.8,1.7,-1.7,-3.9,-5.2
COc1ccc(C)cc1NC(=O)C(=O)NNC(=O)c1ccco1,0.6,2.5,3.2,5.2,-0.5,8.0,3.3,-0.5,-0.6
Cc1sc2nc(CN3CCOCC3)nc(N3CCOCC3)c2c1C,5.9,1.9,4.6,3.8,3.3,-4.2,5.6,-0.9,2.2
Cc1ccccc1CSc1nnnn1-c1ccc(C(N)=O)cc1,2.0,4.8,-2.5,0.3,-0.2,9.6,7.4,-1.4,-0.7
CCOC(=O)c1c(CSc2ccccc2)n(C)c2cc(Br)c(OCC(O)CNC(CO)(CO)CO)cc12 (centres undefined),-6.5,-7.7,-10.1,2.5,-7.0,1.6,-4.3,-0.4,-2.9
CCOc1ccccc1NC(=O)Cn1c(=O)sc2ccccc21,0.4,-4.2,6.0,-2.4,-6.7,2.9,2.3,-4.5,-0.7
N#Cc1ccsc1NC(=O)CCS(=O)(=O)c1ccccc1,3.8,3.2,12.0,6.3,-7.8,8.7,-4.8,3.5,1.4
O=C(COC(=O)CC1CC2CCC1C2)Nc1cc([N+](=O)[O-])ccc1F (centres undefined),18.3,1.8,12.1,10.4,-3.2,49.0*,42.3*,1.4,-3.3
CCN(CC(=O)Nc1c(F)cccc1F)C(=O)CNC(=O)c1ccc(Br)o1,4.1,-4.2,-10.7,1.1,-0.8,4.0,-2.3,-2.2,-3.5
COc1cccc(C=NCCCN=Cc2cccc(OC)c2O)c1O,2.4,-2.7,10.4,8.0,-3.8,-5.6,4.2,4.4,-2.3
Cc1cc(C)n(CC2CC(=O)N(c3ccccc3)C2=O)n1 (centres undefined),4.4,1.8,-6.4,12.2,-0.7,-10.5,2.4,0.5,-1.1
CCn1c(SCC(=O)Nc2cc(NC(C)=O)ccc2OC)nnc1-c1cccnc1,5.6,-0.3,3.5,2.8,-4.5,5.7,2.9,2.1,0.7
Cc1cc(OCc2cn3cccnc3n2)ccc1Cl,-0.5,-2.4,3.8,-1.8,-3.7,-8.6,3.2,-0.2,-3.9
C=CCNc1nc(N)c([N+](=O)[O-])c(NCc2ccccc2)n1,5.9,-3.6,-3.5,0.1,-0.1,0.6,9.5,-1.6,0.7
Cc1ccc(NC(=O)C2CCCN2C(=O)c2cccs2)c(C)c1 (centres undefined),2.9,-0.6,2.4,2.3,-4.2,6.8,1.5,1.0,0.2
O=C(CCCOC(=O)c1ccc(O)cc1)c1ccccc1,12.9,·,·,8.2,-0.7,49.9*,8.1,·,·
CN(C)C(=S)NC1(C)CCS(=O)(=O)C1 (centres undefined),-0.6,-1.4,5.6,4.0,2.0,3.7,1.0,-1.2,4.6
OCCNc1cc(-n2nc(-c3ccccc3)cc2-c2ccccc2)ncn1,18.8,-0.6,6.9,3.1,-5.8,-8.0,0.5,-0.4,3.2
CC(O)CO (centres undefined),-2.8,1.2,·,11.9,0.0,-0.3,7.2,·,3.9
NS(=O)(=O)c1ccc(CCNC(=O)COC(=O)/C=C/c2ccc(Cl)cc2)cc1,9.6,-1.2,-10.4,-3.0,-5.4,5.2,6.8,0.8,0.5
C=CC[C@@H](CC(=O)NCCO)C(=O)NC[C@@H](OC(=O)[C@H](CC=C)CC(=O)OC(C)(C)C)c1ccccc1,0.5,·,·,1.6,-5.1,3.4,5.4,·,·
Cc1ccc(S(=O)(=O)N2CCOCC2)cc1NC(=O)COC(=O)Cc1ccc(Cl)cc1,15.2,·,·,4.3,-1.8,10.3,10.1,·,·
Cc1cccc(C)c1NC(=O)C1CCN(C(=O)c2cccs2)CC1,1.5,10.4,2.9,-2.4,-1.0,3.8,5.4,1.3,1.0

# Three entries from above, ordered by formula weight, lowest first:
SMILES,pPAFAH FP inh,PME-1 primary,GSTO1 counter,PAFAH1B3 FP inh,PAD4 FP inh,PAFAH2 inh,PAFAH1B2 FP inh,Fam108B inh,LYPLA1 inh
O=C(CCCOC(=O)c1ccc(O)cc1)c1ccccc1,12.9,·,·,8.2,-0.7,49.9*,8.1,·,·
Cc1cccc(C)c1NC(=O)C1CCN(C(=O)c2cccs2)CC1,1.5,10.4,2.9,-2.4,-1.0,3.8,5.4,1.3,1.0
C=CC[C@@H](CC(=O)NCCO)C(=O)NC[C@@H](OC(=O)[C@H](CC=C)CC(=O)OC(C)(C)C)c1ccccc1,0.5,·,·,1.6,-5.1,3.4,5.4,·,·

# Source: PubChem BioAssay
